ATXN2 expr inh: Primary qHTS for Inhibitors of ATXN expression. HEK-293 ATXN2-luciferase reporter, luminescence, 24 h. 360,000 tested, 0.72% active. Potency, µM (titrated, usually from 57 µM), inactives show top-dose activity change, negative = inhibition, usual class: inhibitors; also: potency is read from the fitted curve at half-maximal effect; % is scaled to controls: 0 for no effect and ±100 for the full control effect; nearly all actives have a fitted effect of over 55% in size
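ATXN2-luciferase reporter cells (luciferase flanked by upstream and downstream ATXN2 gene portions) were treated 24 h at 37 °C with compounds at up to 57 uM. SteadyGlo luminescence gave expression; GF-AFC fluorescence gave viability.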
HepG2 viability: qHTS for Inhibitors of TGF-b: Cytotox Counterscreen; 410,000 tested, 0.76% active; Potency, µM (series often up to 46.1 µM), for inactives: at the highest dose activity change, negative = cytotoxicity, most hits filed as cytotoxic; HepG2 CAGA-GFP viability, ATP luminescence, 18 h; AID 588856, 2011; also: potency is read from the fitted curve at half-maximal effect; some results filed as inactive show a strong effect at the top dose
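HepG2 CAGA-GFP cells (1000/well, DMEM with 1% FBS) received compound, then TGF-beta at 500 pg/mL final, and were incubated 18 hours at 37 degrees C. Viability was read by CellTiter-Glo luminescence. Media-only wells were set as complete cell-killing and DMSO as no toxicity.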
EPAC2 agonist: qHTS for Agonist of cAMP-regulated guanine nucleotide exchange factor 4 (EPAC2): primary screen; Rap guanine nucleotide exchange factor 4 (Homo sapiens), Q8WZA2; Potency, µM (titrated, usually from 154 µM), for inactives: at the top dose activation, actives largely listed as activators; AID 720711, 2013; 360,000 tested, 0.079% active; EPAC2 activation, biochemical qHTS; response scale: 100% = 6.5 mM cAMP response; also: potency is read from the fitted curve at half-maximal effect; nearly all actives have a fitted effect of over 50% in size
Target sequence (Q8WZA2 whole entry, looked up): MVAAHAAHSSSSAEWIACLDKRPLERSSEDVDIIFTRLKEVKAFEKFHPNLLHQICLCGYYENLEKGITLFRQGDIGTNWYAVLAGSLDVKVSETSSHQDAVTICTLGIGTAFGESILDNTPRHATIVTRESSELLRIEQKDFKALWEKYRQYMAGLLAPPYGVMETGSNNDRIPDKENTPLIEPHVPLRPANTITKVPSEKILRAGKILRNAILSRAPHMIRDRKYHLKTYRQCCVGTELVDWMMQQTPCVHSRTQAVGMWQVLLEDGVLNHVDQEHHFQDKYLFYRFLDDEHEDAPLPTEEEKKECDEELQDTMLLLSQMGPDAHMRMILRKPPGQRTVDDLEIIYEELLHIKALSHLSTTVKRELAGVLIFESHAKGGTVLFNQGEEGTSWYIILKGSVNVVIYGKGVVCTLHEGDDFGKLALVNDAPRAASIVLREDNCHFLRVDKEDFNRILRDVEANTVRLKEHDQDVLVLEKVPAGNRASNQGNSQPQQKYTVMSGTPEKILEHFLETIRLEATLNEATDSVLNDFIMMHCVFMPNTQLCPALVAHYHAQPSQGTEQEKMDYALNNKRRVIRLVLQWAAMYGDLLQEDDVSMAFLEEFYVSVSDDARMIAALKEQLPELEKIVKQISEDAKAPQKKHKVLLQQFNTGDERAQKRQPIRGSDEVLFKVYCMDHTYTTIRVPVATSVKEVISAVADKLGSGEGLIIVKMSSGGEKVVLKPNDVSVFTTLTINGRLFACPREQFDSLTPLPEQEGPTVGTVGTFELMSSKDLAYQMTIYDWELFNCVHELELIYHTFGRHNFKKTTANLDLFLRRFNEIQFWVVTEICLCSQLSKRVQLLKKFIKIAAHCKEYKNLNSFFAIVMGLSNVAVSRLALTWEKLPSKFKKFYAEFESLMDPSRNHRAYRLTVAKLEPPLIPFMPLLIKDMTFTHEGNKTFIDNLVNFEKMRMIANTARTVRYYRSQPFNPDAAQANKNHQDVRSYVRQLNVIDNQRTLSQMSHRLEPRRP
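Nucleotide exchange monitored as fluorescence drop when BODIPY-GDP leaves Rap1B. Reaction: 100 nM EPAC2, 250 nM RAP1B-BODIPY-GDP, 50 uM GDP, room temperature, kinetic read over 30 min. Activity expressed relative to 6.5 mM cAMP.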
TGFb inhibitor: qHTS for Inhibitors of TGF-b; 410,000 tested, 1.2% active; Potency, µM (highest dose often 46.1 µM), for inactives: at the highest dose activity, negative = inhibition, usual class: inhibitors; HepG2 CAGA-GFP TGF-b/SMAD3 reporter, GFP fluorescence, 18 h; TGF-beta stimulated, 500 pg/mL final; AID 588855, 2011; also: potency is read from the fitted curve at half-maximal effect; % is scaled to controls: 0 for no effect and ±100 for the full control effect; nearly all actives have a fitted effect of over 65% in size
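Smad-responsive CAGA-GFP expression was quantified in HEPG2 cells exposed to compounds and 500 pg/mL final TGF-beta for 18 h at 37 degrees C; unstimulated wells defined full inhibition.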
IL2 activator: qHTS of IL-2 Activators; IL-2 activation reporter assay, cell-based qHTS; stimulated with anti-CD3/CD4/CD28 beads; in transgenic mouse T cells; activation, % (series mostly up to about 46 µM); 360,000 tested, 0.065% active; in the data active = activation above about 50%; inconclusive = mostly about 30% to 49%; also: 0% is about no effect
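Quantitative HTS in unstimulated transgenic mouse T cells, with memory T cells as non-tolerant control and PMA/ionomycin as tolerance-bypass control. Compound pretreatment lasted 60 minutes before 18 h bead stimulation; EGFP/DsRed fluorescence read.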
ATXN viability: Viability Counterscreen for Primary qHTS for Inhibitors of ATXN expression; 400,000 tested, 0.49% active; AID 651635, 2014; S2 cells (HEK-293 line with an ATXN2-luciferase reporter) viability, CellTiter-Fluor protease fluorescence, 24 h; Potency, µM (titrated, usually from 56.7 µM), usual class: cytotoxic; also: potency is read from the fitted curve at half-maximal effect; nearly all actives have a fitted effect of over 40% in size
Nrf2 activator: qHTS of Nrf2 Activators. AREc32 ARE-luciferase reporter (MCF7-derived line), luminescence, 24 h. Potency, µM (titrated, usually from 46.1 µM), without a hit: at the top dose activation, actives largely listed as activators. 410,000 tested, 0.31% active; also: potency is read from the fitted curve at half-maximal effect; % of control where 0% means no effect; nearly all actives have a fitted effect of over 65% in size
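Nrf2 activation is followed as ARE-luciferase induction in the AREc32 line after one day of compound treatment; luminescence is read with Steady-Glo.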
A549 tox: Nrf2 qHTS screen for inhibitors: counterscreen for cytotoxicity | A549 ARE-Fluc cells, CellTiter-Fluor viability, 18-24 h | Potency, µM (highest dose often 46 µM), without a hit: at the top dose activity change, negative = cytotoxicity, most hits filed as inhibitors | 390,000 tested, 0.16% active; also: potency is read from the fitted curve at half-maximal effect; % is scaled to controls: 0 for no effect and ±100 for the full control effect
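Cytotoxicity counterscreen: CellTiter-Fluor fluorescence was measured in A549 ARE_Fluc cells after 18-24 h of compound exposure in a concentration series. The subsequent BugLite luminescent read reports ARE-luciferase activity.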
Nrf2 block: Nrf2 qHTS screen for inhibitors. A549 ARE-Fluc reporter, luciferase luminescence, 18-24 h. Potency, µM (doses to about 46 µM), without a hit: top-dose activity change, negative = inhibition, actives largely listed as inhibitors. 360,000 tested, 2.1% active; also: potency is read from the fitted curve at half-maximal effect; % is scaled to controls: 0 for no effect and ±100 for the full control effect; nearly all actives have a fitted effect of over 60% in size
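In this cell-based qHTS, ARE-driven firefly luciferase in A549 cells reports Nrf2 activity; the luminescent signal after BugLite lysis is the measured value, with a prior CellTiter-Fluor read for cell health.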
* hit, by the source's call; i = inactive; ? = inconclusive; · = no result given; [ ] = dose if it differs, or a comment. Unless noted, calls follow the shape of the dose curve; as a rule, active = well fitted curve in the direction sought with a large enough effect; inconclusive = small, poorly fitted or top-dose-only effect, or another doubt; inactive = no such curve, though single readings can be large; an effect the other way counts as inactive or inconclusive.

SMILES | ATXN2 expr inh | HepG2 viability | EPAC2 agonist | TGFb inhibitor | IL2 activator | ATXN viability | Nrf2 activator | A549 tox | Nrf2 block
CCOc1ccc(-c2cn3c(n2)sc2cc(C(=O)NCCc4ccc(OC)c(OC)c4)ccc23)cc1 | · | -42% | · | -19% | · | · | 2.4% | 1% | ?
O=C(c1cccc2ccccc12)N1CCN(c2ccccc2F)CC1 | 4% | -28% | 6% | 1% | -1.0 | i | -0.3% | -18% | -8%
O=C(CSc1nnc(SCC(=O)c2ccco2)s1)c1ccco1 | 11% | 9% | 4% | 2% | 0.3 | i | 21% | 1% | 12%
COc1ccc(-c2ccc(C(=O)NCCc3ccccc3)c3occc23)c(C)c1 | -14% | -20% | 15% | -27% | -0.7 | ? | 0.0% | · | ·
COc1ccc(CN2CCNC(=O)C2CC(=O)NCCc2cnccn2)cc1C (centres undefined) | 7% | 3% | -3% | -3% | -0.8 | ? | -0.6% | -5% | 12%
COc1ccc(OCC(O)CN2CCN(c3ncccn3)CC2)cc1 (centres undefined) | -10% | 32% | -2% | 3% | 0.8 | ? | 0.0% | 0% | -3%
Cc1cc(N2CCOCC2)nc(-c2ccc(Br)cc2)n1 | 7% | -8% | 4% | 4% | 1.4 | i | 1.8% | 12% | 0%
CNC(=O)C[C@H]1C(=O)N(CCc2ccccc2)C[C@@H]1C | 5% | 14% | 11% | 1% | -1.3 | i | -0.2% | · | ·
CCOC(=O)c1ccc(NC2=CC(=O)C(=O)c3ccccc32)cc1 | -23% | -22% | 8% | ? | 0.2 | ? | 11% | -14% | -12%
COc1ccc(CNC(=O)C2CSC(=O)C2)cc1 (centres undefined) | -5% | 10% | 0% | ? | -0.3 | i | ? | -1% | ?
CCCCCn1c(C)c2c(OCC)cccc(=O)c2c1C | · | 2% | 0% | -28% | -0.9 | ? | -0.3% | -12% | -10%
COc1ccc(-n2nnc3c(=O)n(CC(=O)N4CCCC4)cnc32)cc1 | 2% | -3% | 1% | -21% | 1.8 | i | 0.2% | -1% | ·
C/C(=N\NC(=S)NCc1ccccc1)c1ccc(C)o1 | -2% | -13% | 6% | -15% | -2.5 | i | 27% | 3% | 7%
O=C(NCc1noc2ccccc12)N1CCN(c2ccccc2F)CC1 | 14% | -6% | · | 11% | · | i | 2.2% | 6% | ?
CC(=O)Nc1ccc(NC(=O)CSc2nnc(NC(=O)c3ccc(Br)o3)s2)cc1 | -30% | -66% | -2% | -26% | -0.7 | i | -0.6% | 18% | ?
CC(=O)C[C@@H](O)CC(=O)[C@@H]1OC(=O)CCCCCc2ccccc21 | 6% | 4% | -4% | 1% | 0.2 | i | -0.6% | 13% | 20%
CNS(=O)(=O)c1cn(CC(=O)Nc2ccc(C(C)=O)cc2)cc1S(=O)(=O)NC | · | 11% | · | -20% | · | · | -0.4% | 13% | ?
COc1ccc(/C=C/C(=O)Nc2cccnc2)cc1OC | 9% | 3% | 4% | 4% | -0.4 | · | 4.2% | 1% | ?
Cc1ccc2cc(/C=N/NC(=O)[C@H](C)NC(=O)OC(C)(C)C)c(Cl)nc2c1 | 4% | 37% | -4% | -20% | 0.2 | i | 0.3% | 0% | 7%
CCN(c1ccc(OC)cc1)S(=O)(=O)c1nnc(NC(=O)C2CCCCC2)s1 | 10% | 1% | -2% | -5% | -2.1 | i | -0.6% | 2% | 15%
Cc1ccccc1OCC(=O)N(Cc1cccc(F)c1)C1CCS(=O)(=O)C1 (centres undefined) | -8% | 6% | -5% | 12% | 1.5 | i | 0.1% | -2% | 15%
O=C(CSC1=Nc2ccccc2C2=NC(Cc3ccccc3)C(=O)N12)Nc1ccccc1 (centres undefined) | 3% | -13% | · | 0% | · | i | 0.2% | 8% | ·
C/C=C/COC(=O)c1[nH]c2c(c1C)C(=O)CC(c1ccco1)C2 (centres undefined) | ? | -10% | -3% | ? | -5.1 | ? | 7.1% | -16% | ?
CCN(C(=O)Cn1c(SCC(=O)NCc2ccccc2)nc2ccccc21)c1cccc(C)c1 | 20% | -32% | · | ? | · | ? | 11% | -13% | ·
COc1ccc(CNC(=O)c2cnc3sc(N4CCCC4)nn3c2=O)c(OC)c1 | · | 7% | · | 8% | · | · | 3.2% | -2% | 12%
COc1cccc(CNC(=O)C2CCN(S(=O)(=O)c3cccs3)CC2)c1 | 5% | 0% | 1% | 0% | -1.2 | i | 0.4% | 10% | -15%
COc1cccc(CNC(=O)Cc2csc3ccccc23)c1OC | · | -20% | · | · | · | · | 5.6% | 10% | ?
CCOc1ccc(OCC)c(S(=O)(=O)NCc2ccccn2)c1 | 24% | 5% | 4% | -20% | -0.2 | i | 0.2% | 0% | -11%
Cc1nnc(SCC(=O)Nc2ccc3c(c2)OCO3)s1 | 1% | -4% | -4% | -4% | 0.1 | i | 2.5% | 2% | -27%
O=C(NC1CCCC1)C1CCN(C(=O)Nc2cccc(Cl)c2)CC1 | -3% | -4% | 10% | -2% | 3.0 | i | -0.3% | 10% | 3%
CCN(CC)CCSc1nc2ccc(OC)cc2[nH]1 | -3% | 15% | 7% | -4% | -1.6 | i | -0.6% | 6% | -14%
O=C(O)c1cc(NCc2ccccc2C(F)(F)F)ccc1N1CCOCC1 | -4% | -1% | 6% | 0% | -0.7 | i | -0.3% | · | 13%
CCc1ccc(C(=O)COC(=O)CNC(=O)c2ccco2)cc1 | 1% | 1% | 6% | -7% | -0.5 | i | 0.0% | -6% | 1%
O=CN1CCN(C(=O)c2cc3cc(Cl)ccc3[nH]2)CC1 | 3% | 7% | 0% | -1% | 0.5 | i | 3.0% | 0% | 0%
CN1CCN(C(=O)c2ccc(-c3cccs3)s2)CC1 | -14% | -1% | 2% | 5% | -2.4 | i | 0.3% | -1% | ?
CC(C)(C)CC(=O)Nc1nnc(SCC(=O)NC2CCCC2)s1 | 0% | 3% | 0% | 4% | -1.1 | i | 0.3% | 1% | -11%
COc1ccc(-c2nc(NC(=O)C3CCN(c4nc5ccccc5o4)CC3)sc2C)cc1 | ? | -28% | -4% | ? | -3.7 | i | 1.7% | ? | ?
CCOC(=O)COc1ccc2c3c(c(=O)oc2c1C)CCC3 | -2% | -18% | 3% | 0% | -3.4 | i | -0.5% | 1% | -2%
COCCn1c(SCC(=O)NCCCN2CCCC2=O)nc2sc3c(c2c1=O)CCCC3 | -2% | 19% | -4% | 3% | -0.2 | i | 2.8% | -4% | -11%
Cc1nn(CC(=O)NCc2ccccc2Cl)c(=O)c2nn(-c3ccccc3)c(C)c12 | 13% | 7% | · | 0% | · | i | 4.2% | 0% | ?
Cn1c2c(c(=O)n(C)c1=O)C(c1ccc(F)cc1)C(C#N)=C(N)O2 (centres undefined) | -2%[11.3 µM] | 0% | 13% | 0% | 1.7 | i | 2.2% | 5% | 0%
CCn1c(=O)c(C(=O)NNC(=O)c2ccccc2F)c(O)c2ccccc21 | ? | -24% | 12% | -19% | 0.0 | i | -0.7% | 3% | ?
CCN(C(=O)COc1ccc2ccc(=O)oc2c1)C1CCCCC1 | 0% | -9% | 0% | -19% | 2.5 | i | 13% | 10% | 1%
CNC(=O)NNC(=O)c1onc(-c2c(Cl)cccc2Cl)c1C(=O)OC | 2% | 19% | 3% | 23% | -5.2 | i | -1.0% | 2% | -4%
COc1cc2[nH]c(C(=O)N3CCc4ccccc43)cc2c(OC)c1OC | 37% | -6% | 16% | 4% | -2.5 | i | 5.7% | 0% | 1%
Cc1cccc(-c2oc3ccc(-c4ccc5c(c4)OCO5)cc3c2/C=C/c2ccc(N)cc2)c1 | -7% | -8% | 7% | -15% | 1.7 | ? | 0.1% | 4% | 8%
O=C(O)c1cn(-c2ccccc2)c(=O)c2ccccc12 | 0% | -26% | 2% | -12% | -1.1 | i | -0.5% | -4% | -10%
NS(=O)(=O)c1cccc(NS(=O)(=O)c2ccc(/C=C/C(=O)OCC(=O)c3ccc(Br)cc3)cc2)c1 | -12% | -13% | 2% | 5% | -0.8 | i | 0.4% | 14% | 1%
CC(=O)c1c(C)[nH]c(C(=O)CSc2nnc(NC3CC3)s2)c1C | -16% | -4% | 2% | 3% | -4.1 | i | 6.0% | -12% | -12%
Cc1cc(C)nc(NS(=O)(=O)c2ccc(CC(C)C)cc2)c1 | 5% | -1% | -5% | 0% | 3.5 | i | -0.7% | 2% | -11%
O=C(NCCCN1CCOCC1)c1sc2ccccc2c1Cl | · | -16% | 2% | -10% | -1.9 | i | 7.6% | -10% | 22%
CC1(C)Cc2c(sc3nc(-c4cc5ccccc5o4)n(N)c(=O)c23)CO1 | 0% | -2% | 7% | -2% | 0.7 | i | -0.1% | -7% | ·

Record cards, as listed above. Values in the order: ATXN2 expr inh | HepG2 viability | EPAC2 agonist | TGFb inhibitor | IL2 activator | ATXN viability | Nrf2 activator | A549 tox | Nrf2 block
CC1(C)Cc2c(sc3nc(-c4cc5ccccc5o4)n(N)c(=O)c23)CO1 across the screens: 0% | -2% | 7% | -2% | 0.7 | i | -0.1% | -7% | ·
CCn1c(=O)c(C(=O)NNC(=O)c2ccccc2F)c(O)c2ccccc21 across the screens: ? | -24% | 12% | -19% | 0.0 | i | -0.7% | 3% | ?
Cc1cccc(-c2oc3ccc(-c4ccc5c(c4)OCO5)cc3c2/C=C/c2ccc(N)cc2)c1 across the screens: -7% | -8% | 7% | -15% | 1.7 | ? | 0.1% | 4% | 8%
CC(=O)c1c(C)[nH]c(C(=O)CSc2nnc(NC3CC3)s2)c1C across the screens: -16% | -4% | 2% | 3% | -4.1 | i | 6.0% | -12% | -12%
O=C(O)c1cn(-c2ccccc2)c(=O)c2ccccc12 across the screens: 0% | -26% | 2% | -12% | -1.1 | i | -0.5% | -4% | -10%
